Assay outcomes from PubChem.
OX1R antag-1: antagonists of human orexin 1 receptor; O43613; CHO/OX1R cells, Fluo-8 calcium fluorescence, orexin A; inhibition, % at 5 µM; 0.43% of 330,000 active; AID 434989;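 active = inhibition above its plate's threshold, mean inhibition of all tested compounds on the plate plus 3 SD, cut at about 37% in these data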;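 also: 0% = orexin A challenge wells and 100% = SB-334867-A antagonist wells; not every result past the cut was called active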
Target sequence (O43613 whole entry, looked up): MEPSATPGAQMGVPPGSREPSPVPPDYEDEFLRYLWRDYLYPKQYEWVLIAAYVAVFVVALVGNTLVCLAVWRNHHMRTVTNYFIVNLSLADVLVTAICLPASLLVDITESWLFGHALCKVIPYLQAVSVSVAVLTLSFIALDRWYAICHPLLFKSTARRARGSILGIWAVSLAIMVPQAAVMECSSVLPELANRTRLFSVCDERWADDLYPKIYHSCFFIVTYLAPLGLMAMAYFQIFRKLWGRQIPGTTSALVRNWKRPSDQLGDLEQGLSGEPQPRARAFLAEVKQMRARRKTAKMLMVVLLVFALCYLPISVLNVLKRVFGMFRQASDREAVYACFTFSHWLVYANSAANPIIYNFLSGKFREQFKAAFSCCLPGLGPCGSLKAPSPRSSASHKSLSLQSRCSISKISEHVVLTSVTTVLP
CHT allo act: allosterically activates the human high affinity choline transporter; Q9GZV3; CHT-expressing cells, membrane potential dye, choline EC20; stronger effect = higher value; LV-AA mutant CHT in HEK293 cells; B-score at 10 µM; 0.49% of 310,000 active; AID 488977;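 active = initial fluorescence not abnormally high and integrated response B-score, plate-corrected, over 3 SD above library mean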
Target sequence (Q9GZV3 whole entry, looked up): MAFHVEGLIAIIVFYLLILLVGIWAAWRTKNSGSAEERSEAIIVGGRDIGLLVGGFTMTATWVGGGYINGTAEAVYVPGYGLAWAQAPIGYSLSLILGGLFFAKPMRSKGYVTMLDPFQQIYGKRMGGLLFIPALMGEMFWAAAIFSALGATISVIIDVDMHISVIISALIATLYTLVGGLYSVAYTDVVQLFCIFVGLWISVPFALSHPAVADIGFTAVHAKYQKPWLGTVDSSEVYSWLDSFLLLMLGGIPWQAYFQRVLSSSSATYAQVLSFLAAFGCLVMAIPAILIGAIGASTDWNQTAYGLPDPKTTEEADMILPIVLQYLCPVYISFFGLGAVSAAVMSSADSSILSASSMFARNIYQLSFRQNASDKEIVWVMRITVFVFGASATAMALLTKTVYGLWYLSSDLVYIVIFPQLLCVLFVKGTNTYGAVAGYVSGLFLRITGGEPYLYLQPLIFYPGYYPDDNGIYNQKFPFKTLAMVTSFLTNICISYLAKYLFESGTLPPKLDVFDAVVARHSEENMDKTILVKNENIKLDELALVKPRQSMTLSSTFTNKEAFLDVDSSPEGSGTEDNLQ
OX1R antag-2: OX1R (human) antagonism. inhibition, % at 6.6 µM. O43613. AID 485270. 1.8% of 330,000 active. OX1R-expressing cells, FRET antagonist read-out; in the data active = inhibition mostly above about 38%, no sharp cut-off; inactive = mostly below about 40%;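 also: 0% = agonist challenge alone and 100% = reference antagonist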
Active calls of the source: *; i = inactive; x = no result given; & = joins results of further samples.

The line under a structure holds: OX1R antag-2	OX1R antag-1	CHT allo act
- O=C(Nc1ccc(Cl)cc1Cl)C1CCC(=O)N1Cc1ccccc1Cl (centres undefined)
 : -8	-30	i
- Clc1ccc(CSc2nnc3ccccn23)c(Cl)c1
 : 18	-6	i
- CCOC(=O)c1sc(NC(=O)CSc2nnnn2-c2ccccc2)nc1C
 : -2	-10	i
- CC(=O)N/C(=C\c1cccc([N+](=O)[O-])c1)C(=O)NC1CCCCC1
 : 17	-7	i
- O=C(NCc1cccnc1)c1nnc(Cc2ccc(F)cc2)o1
 : 16	-10	i
- COc1ccc(C(=O)c2ccc(Cl)c([N+](=O)[O-])c2)cc1
 : 56	-16	i
- O=C(Cc1ccc([N+](=O)[O-])cc1)Nc1cccc(C(=O)N2CCOCC2)c1
 : 7	-10	x
- CCOCCCn1c(=NC(C)=O)c(C#N)cc2c(=O)n3cccc(C)c3nc21
 : 25	-7	i
- O=C(CCN1CCCCC1)N=Nc1c(O)[nH]c2ccccc12
 : 23	-31	i
- Nn1cc(-c2ccccc2)nc1SCC(=O)N1CCN(S(=O)(=O)c2ccc(Cl)cc2)CC1
 : 7	-13	i
- O=c1c(-c2cc3ccccc3o2)[n+]([O-])c2ccccc2n1OCc1ccccn1
 : 21	-7	i
- CC1CCCCN1S(=O)(=O)c1ccc(C(=O)Nc2nnc(-c3cccs3)o2)cc1 (centres undefined)
 : 53	-10	i
- CCC(=O)Nc1ccc(S(=O)(=O)NCCc2ccccc2)cc1
 : 6	-9	i
- NC(=O)c1ccsc1NC(=O)CSc1ccccc1F
 : 14	5	i
- CCOCCCNC(=S)Nc1ccc(Br)cc1Cl
 : 5	-15	i
- Cc1nc(NCC2CCCO2)nc2c1C(=O)CC(C)C2 (centres undefined)
 : 11	-15	i
- Cn1c2ccc(Br)cc2c2nnc(SCC(=O)O)nc21
 : 7	-13	i
- CCCCNC(=O)C(CC)(ONc1ccccc1C(F)(F)F)c1ccccc1 (centres undefined)
 : 15	-13	x
- Cc1cccc2nc(C(=O)Nc3cc(Cl)ccc3-n3cncn3)cn12
 : 13	6	x
- COc1ccccc1-n1cc(CN2CCN(C3CCCC3)C(CCO)C2)cn1 (centres undefined)
 : -2	-28	i
- Cc1ccc(C)c(NC(=O)CCC(=O)NNC(=S)Nc2ccccc2)c1
 : 9	-20	i
- O=C(CCCN1C(=O)/C(=C/c2cccs2)SC1=S)Nc1ccccc1O
 : 61*	0	i
- COc1cc(/C=C(\C#N)c2ccccn2)ccc1OCc1ccc(Cl)cc1
 : 10	-36	i
- CCOCCCNC(=O)Cn1cc2c(n1)CCCC2
 : 9	-14	i
- CCN(CC)c1ccc(NC(=O)C2=CC=CN3CCS(=O)(=O)N=C23)cc1
 : 15	4	x
- CCN(CC)c1nc(N)nc(NS(=O)(=O)c2ccc(Cl)cc2)n1
 : 0	-31	i
- O=C(c1ccccc1NS(=O)(=O)c1ccccc1[N+](=O)[O-])N1CCCC1
 : 29	0	i
- O=C(CSCc1c(Cl)cccc1Cl)NCC1CCCO1 (centres undefined)
 : 15	-32	i
- CC1(C)C2CCC(C2)C1(C)NC(=O)CNCc1cccs1 (centres undefined)
 : 13	-29	i
- Cc1ccc(Cl)c(Nc2ccccc2C(=O)O)c1Cl
 : 23&23	-8&-18	i
- CCN1CCN(Cc2ccc(NC(=O)c3cc(NC(=O)c4cnnc5ccccc45)cc(OC)c3)cc2C(F)(F)F)CC1
 : 10	-9	i
- COc1cc(NC(=O)C/C(C)=N/NC(=O)C(OC)c2ccccc2)c(OC)cc1Cl (centres undefined)
 : 14	-10	i
- COc1cc(OC)c(C2=NOC(C(=O)N3CCCc4ccccc43)C2)cc1Cl (centres undefined)
 : 7	-5	i
- CC1=C(C(=O)OC2CCCCCC2)C(c2ccc(C)o2)C2=C(CCCC2=O)N1 (centres undefined)
 : 33	-13	i
- CCCOc1ccccc1/C=N/Nc1ccnc(=O)[nH]1
 : 0	8	i
- O=C(CN1CCN(c2ccc(F)cc2)CC1)N1CCOCC1
 : 14	-6	i
- S=c1[nH]nc(C2(c3ccccc3)CCCC2)o1
 : 3	-10	i
- Nc1ncc(Br)cc1Br
 : 12	7	i
- N#Cc1c(Nc2ccccc2Cl)s[nH]c1=O
 : 7	0	i
- COc1cc(-c2c(-c3ccc4c(c3)OCO4)noc2C)ccc1F
 : 29	-30	i
- C#CCN(C(=O)Nc1ccccc1)c1ccccc1
 : 2	-6	i
- CCc1cccc(Nc2cc(C)nc3ncnn23)c1
 : 12	3	i
- Oc1ccccc1-c1nc2ccccc2nc1-c1ccccc1
 : 6	0	i
- O=C(O)CCC(=O)Nc1ccc(S(=O)(=O)Nc2nccs2)cc1
 : 12	0	i
- O=C(COc1ccccc1)Nc1ncccn1
 : 4	5	i
- O=[N+]([O-])c1ccc(Nc2ccc3ccccc3c2)nc1
 : 35	46*	i
- CCc1nn(-c2ccccc2)c(N)c1C#N
 : 0	-4	i
- NC(=O)CN(c1ccccc1)C1SC(=O)N(Cc2ccccc2)C1=O (centres undefined)
 : 4	0	i
- Cc1csc(=N)n1CC(=O)N1CCc2ccccc21
 : 9	-6	i
- Cc1ccc(NC(=O)C(C)N2C(=O)c3ccccc3C2=O)cc1 (centres undefined)
 : 8	-2	i
- CNc1nc(=S)[nH]c2ccccc12
 : 10	-22	i
- Cc1ccccc1CN1C(=O)CS/C1=N/N=C/c1ccco1
 : 11	-3	i
- CC(=O)Oc1cc2c(C(=O)NCCCN3CCOCC3)c(C)oc2c2ccccc12
 : 17	-9	i
- COc1ccc(CNC(=O)c2ccc(NS(=O)(=O)c3ccc4[nH]c(=O)[nH]c4c3)cc2)cc1OC
 : -2	-1	x
- O=C(Nc1cc(Cl)ccc1-n1cncn1)c1cc(F)cc(F)c1
 : 6	-14	i
- CC1(c2ccc(Cl)cc2)NC(=O)N(CC(=O)NCc2cccs2)C1=O (centres undefined)
 : 3	3	i
- CCC(=O)N1CCc2cc(S(=O)(=O)CCC(=O)NCc3ccc(OC)cc3)ccc21
 : -1	-19	i
- CN(C)c1nc(OCc2ccccc2)c2ncc(=O)[nH]c2n1
 : 16	-20	i
- N#Cc1cn(CC(=O)N2CCc3ccccc3C2)c2ccccc12
 : 11	-4	i
- CCC(COC)NC(=O)c1ccc(OC)c(OC2CCN(C(C)=O)CC2)c1 (centres undefined)
 : 8	-1	i

Following part:
The line under a structure holds: OX1R antag-2	OX1R antag-1	CHT allo act
- O=C(NC(C(=O)c1ccccc1)N1CCCCCC1)c1ccco1 (centres undefined)
 : 3	-7	i
- CCCC1CCc2c(c3ccccc3[nH]c2=O)O1 (centres undefined)
 : 44	11	i
- COc1cccc(Cn2nc3c4cc(F)ccc4n(Cc4ccc(F)cc4)cc-3c2=O)c1
 : 1	-32	i
- CCN(C(=O)COC(=O)/C=C/c1ccccc1[N+](=O)[O-])C1CCS(=O)(=O)C1 (centres undefined)
 : 26	-1	i
- O=C(CCNS(=O)(=O)c1ccc2c(c1)CCC(=O)N2)Nc1ccc(F)c(F)c1
 : 5	-7	i
- COc1cccc(CNC(=O)c2ccc(C)c(S(=O)(=O)N3CCCCC3)c2)c1
 : 19	4	i
- O=C(CSc1ccccc1C(=O)O)c1ccccc1
 : -2	-6	i
- CC1CCN(CCCNC(=O)C2CCN(S(=O)(=O)N3CCC4(CC3)OCCO4)CC2)CC1
 : 7	-4	i
- CC(/C=C/C=C/c1ccccc1)=N/NC(=O)c1ccc2c(c1)OCCO2
 : 4	-8	i
- Brc1cc(Cc2nnc(-c3ccccc3)o2)c(Br)s1
 : -2	-18	i
- CC[C@H](C)[C@H](NC(N)=O)C(=O)Nc1ccc(S(=O)(=O)NC(C)C)cc1
 : 14	-11	i
- O=C(NN=C1CCCC1)c1ccccc1O
 : 18	10	i
- Cn1nnnc1SCC(=O)NCc1cccs1
 : 12	3	i
- CN(C(=O)COC(=O)C1CCN(S(=O)(=O)c2c(Cl)cccc2Cl)CC1)C1CCS(=O)(=O)C1 (centres undefined)
 : 13	-4	i
- C=CCn1c(O)c(CN2CCN(Cc3ccccc3)CC2)c(C)c(C#N)c1=O
 : 37	-6	i
- COCCNC(=O)CCCn1c(=O)c2cc(OC)c(OC)cc2n(CC(=O)NCCC2=CCCCC2)c1=O
 : 20	-8	i
- CCC1CCC(C(=O)NNC(=O)OC)CC1 (centres undefined)
 : 19	15	i
- O=C(NCCc1c[nH]c2ccccc12)C1Cc2ccccc2CN1C(=O)c1ccco1 (centres undefined)
 : 15	-20	i
- CCC(C)(C)NC(=O)CN(C(=O)CNS(=O)(=O)c1ccc(C)cc1)c1ccc2c(c1)OCCO2
 : 10	-23	i
- COC(=O)C1(C)CCc2cc(OC)ccc2C1=O (centres undefined)
 : 6	-6	i
- CCc1ccc(-c2cc3c(=O)n(CC(=O)NCCCN4CCC(Cc5ccccc5)CC4)nc(C)n3n2)cc1
 : -3	-14	i
- Cn1c(N2CCN(S(=O)(=O)c3ccc(Cl)cc3)CC2)nc2ccccc21
 : 9	-17	i
- O=C(C[C@@H]1C/C=C\C[C@H](NC(=O)OCC2c3ccccc3-c3ccccc32)C(=O)OC[C@H]2CCCN2C1=O)N[C@@H](CO)Cc1ccccc1
 : 2	-3	x
- O=C(NCCC(c1ccccc1)c1ccccc1)c1cnccn1
 : 9	-21	i
- COc1cc(Cc2nccc3cc(OC)c(OC)cc23)c(S(=O)(=O)O)cc1OC
 : -12	-11	i
- COC(=O)CCCNC(=O)c1ccc2[nH]c(C)c(C)c2c1
 : 11	-16	i
- N#C/C(=C\c1cn(CC(=O)N2CCCCC2)c2ccccc12)C(=O)NCc1ccc2c(c1)OCO2
 : 53	-44	i
- O=C(Nc1ccc(NC(=O)c2ccc(Cl)cc2Cl)cc1)c1ccc2c(c1)OCO2
 : 5	-20	i
- Cc1cc(/C=C(/C#N)C(=O)O)c(C)n1-c1cccc2ccccc12
 : 8	-7	i
- Oc1ccc(N=Cc2ccc(OCc3ccccc3)cc2)cc1
 : 16	-5	i
- CCc1sc(NC(C)=O)nc1-c1ccccc1
 : 3	-7	i
- Cc1c(Cl)cccc1NC(=O)Nc1ccc(C(=O)N2CCCC2)cc1
 : 10	-9	i
- CCCCn1nnc(NC(=O)c2ccc([N+](=O)[O-])cc2Cl)n1
 : 64*	-15	i
- O=C(CSc1ccc([N+](=O)[O-])cn1)Nc1ccc2c(c1)OCCO2
 : 17	-17	i
- COC(=O)c1ccc(S(=O)(=O)NCc2ccc(S(N)(=O)=O)cc2)o1
 : 10	0	i
- Cc1oc(-c2ccc(Cl)cc2)nc1CS(=O)CC(=O)NCc1cccs1 (centres undefined)
 : 5	-13	i
- O=C1OCC(c2ccccc2)=C1c1ccccc1
 : 13	-14	i
- O=C(NC1CCCC1)c1ccc2nc[nH]c2c1
 : 15	-20	i
- COc1cccc(C(=O)N[C@@H](C)C(=O)N2CCC3(CC2)NCCc2[nH]cnc23)c1
 : 7	1	i
- Cc1cc(NC(=O)COC(=O)c2cc([N+](=O)[O-])ccc2N2CCOCC2)ccc1Br
 : 37*	-18	i

Part of the list above in order of SMILES length, rising:
The line under a structure holds: OX1R antag-2	OX1R antag-1	CHT allo act
- CCc1sc(NC(C)=O)nc1-c1ccccc1
 : 3	-7	i
- Oc1ccc(N=Cc2ccc(OCc3ccccc3)cc2)cc1
 : 16	-5	i
- COC(=O)CCCNC(=O)c1ccc2[nH]c(C)c(C)c2c1
 : 11	-16	i
- CCCCn1nnc(NC(=O)c2ccc([N+](=O)[O-])cc2Cl)n1
 : 64*	-15	i
- Cn1c(N2CCN(S(=O)(=O)c3ccc(Cl)cc3)CC2)nc2ccccc21
 : 9	-17	i
- Cc1cc(NC(=O)COC(=O)c2cc([N+](=O)[O-])ccc2N2CCOCC2)ccc1Br
 : 37*	-18	i
- COc1cccc(C(=O)N[C@@H](C)C(=O)N2CCC3(CC2)NCCc2[nH]cnc23)c1
 : 7	1	i

Further records:
The line under a structure holds: OX1R antag-2	OX1R antag-1	CHT allo act
- CC(NC(=O)C(c1ccccc1)c1ccccc1)C(=O)O (centres undefined)
 : 28	-1	i
- CN(C(=O)C1CCN(S(=O)(=O)c2ccccc2)CC1)c1c(N)n(Cc2ccccc2)c(=O)[nH]c1=O
 : 3	-10	i
- CC(=O)Nc1ccc(Oc2sc(C(=O)c3ccccc3)c(N)c2C#N)cc1
 : 16	-12	i
- CCC(C(=O)NCc1ccc(F)cc1)N(CCc1ccccc1)C(=O)c1snc(C(N)=O)c1N (centres undefined)
 : 24	-25	i
- Cc1c(C(C)NC(=O)Nc2ccc(F)cc2F)cnn1C (centres undefined)
 : 11	-7	i
- CCN(CC)S(=O)(=O)c1cc(NC(=O)CCc2c(C)noc2C)ccc1C
 : 22	15	x
- Cc1ccc(C(=O)N2CCN(c3ccccc3F)CC2)cc1S(=O)(=O)N1CCOCC1
 : 18	-14	i
- Cc1ccnc(NC(=O)CNC(=O)COc2ccccc2)c1
 : 23	-3	i
- CCCN1CCN(CCCNC(=O)c2ccc(NC(=O)C3=C(C)OCCS3)cc2)CC1
 : 15	-8	i
- CC(=O)c1ccc(NCCC(=O)c2ccccc2)cc1
 : 16	-16	i
- COc1cc(C(=O)N2CCN(C(=O)c3cc(-c4ccccc4)n[nH]3)CC2)cc(OC)c1OC
 : 16	-34	i
- CCOc1ccccc1OCC(=O)Nc1cc(S(=O)(=O)N2CCCCC2)ccc1N1CCN(CC)CC1
 : 15	-34	i

Compounds as they come; about 2.5% have a hit in one of these screens.
